Screening results: PubChem, National Center for Advancing Translational Sciences (NCATS)
Nrf2 inh: Nrf2 pathway inhibition. A549 ARE-Fluc reporter, luciferase luminescence, 18-24 h. Potency, µM (doses to about 46 µM), for the others: top-dose activity change, negative = inhibition, actives largely listed as inhibitors. hit rate 2.1% among 360,000; also: potency is read from the fitted curve at half-maximal effect; % is scaled to controls: 0 for no effect and ±100 for the full control effect; nearly all actives have a fitted effect of over 60% in size
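Concentration-response testing used A549 ARE_Fluc cells at 5000 cells/well. Following an 18-24 h compound incubation, viability was read by fluorescence (Ex 405/Em 525) and luciferase output by luminescence.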
TGFb SMAD3 inh: inhibitors of TGF-b signaling; HepG2 CAGA-GFP TGF-b/SMAD3 reporter, GFP fluorescence, 18 h; TGF-beta stimulated, 500 pg/mL final; Potency, µM (series often up to 46.1 µM), for the others: at the top dose activity, negative = inhibition, usual class: inhibitors; hit rate 1.2% among 410,000; AID 588855; also: potency is read from the fitted curve at half-maximal effect; % is scaled to controls: 0 for no effect and ±100 for the full control effect; nearly all actives have a fitted effect of over 65% in size
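Using HEPG2 CAGA-GFP reporter cells at 1000 cells/well, we pinned test compounds, stimulated with recombinant TGF-beta (500 pg/mL final) and measured total well GFP after 18 h.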
Akt phos inh: Akt phosphorylation inhibition; hit rate 0.32% among 360,000; activity change, % for hits at 50 µM; Neuro2A IGF-stimulated pAkt S473 HTRF, 20 min; active compounds read low; in the data active = activity change below about -80%; inconclusive = mostly about -51% to -80%; also: % is scaled to controls: 0 for no effect and ±100 for the full control effect
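Single-point screen (50 µM final compound) in Neuro2A cells stimulated 20 min with 6 nM IGF at 37 deg C. After lysis, Ser473-phosphorylated Akt read by HTRF (ex 330 nm, em 615/665 nm) as the 665/615 ratio.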
CCT chaperon mod: cytosolic chaperonin activity modulation | purified chaperonin ATPase assay, HTRF ADP detection, 30 min | activity change, % (test concentration not listed), hits read low | hit rate 0.3% among 360,000 | AID 651819; in the data active = activity change below about -30%; also: % is scaled to controls: 0 for no effect and ±100 for the full control effect
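TRiC at 40 or 20 nM final (batch-dependent) in 30 mM Tris pH 7.4, 100 mM KCl, 5 mM MgCl2, 1 mM DTT, with compound at single 76 uM and 10 uM ATP, 30 min at 37 deg C. ADP detected by HTRF Transcreener, 665/615 ratio.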
Nrf2 ARE act: activates Nrf2 signaling | AREc32 ARE-luciferase reporter (MCF7-derived line), luminescence, 24 h | Potency, µM (series often up to 46.1 µM), for inactives: top-dose activation, hits mostly activators | hit rate 0.31% among 410,000; also: potency is read from the fitted curve at half-maximal effect; % of control where 0% means no effect; nearly all actives have a fitted effect of over 65% in size
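AREc32 cells carrying an ARE-driven firefly luciferase reporter were seeded at 1000 cells/well in OPTI-MEM with 5% FBS, then exposed to compound for 24 hr at 37 deg C. Luminescence was read with Steady-Glo after 30 min at RT.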
Mm-Cpn inhibitor: inhibitors of Methanococcus maripaludis chaperonin (MmCpn). purified Mm-Cpn ATPase, ADP Transcreener TR-FRET. Potency, µM (titrated, usually from 76.9 µM), inactives show at the top dose activity, negative = inhibition, most hits filed as inhibitors. hit rate 0.031% among 330,000. AID 504842; also: potency is read from the fitted curve at half-maximal effect; % is scaled to controls: 0 for no effect and ±100 for the full control effect; nearly all actives have a fitted effect of over 80% in size
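Purified archaeal chaperonin (25 nM final) was preincubated with compound for 10 min at 37°C, then ATP (10 uM final) was added for 30 min at 37°C in Tris pH 7.4/KCl/MgCl2/DTT buffer. ADP was quantified by HTRF Transcreener TR-FRET.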
EPAC2 ag: agonists of human EPAC2 (RAPGEF4) | Q8WZA2 | EPAC2 activation, biochemical qHTS; response scale: 100% = 6.5 mM cAMP response | Potency, µM (titrated, usually from 154 µM), for the others: at the top dose activation, actives largely listed as activators | hit rate 0.079% among 360,000 | AID 720711; also: potency is read from the fitted curve at half-maximal effect; nearly all actives have a fitted effect of over 50% in size
Target sequence (Q8WZA2 whole entry, looked up): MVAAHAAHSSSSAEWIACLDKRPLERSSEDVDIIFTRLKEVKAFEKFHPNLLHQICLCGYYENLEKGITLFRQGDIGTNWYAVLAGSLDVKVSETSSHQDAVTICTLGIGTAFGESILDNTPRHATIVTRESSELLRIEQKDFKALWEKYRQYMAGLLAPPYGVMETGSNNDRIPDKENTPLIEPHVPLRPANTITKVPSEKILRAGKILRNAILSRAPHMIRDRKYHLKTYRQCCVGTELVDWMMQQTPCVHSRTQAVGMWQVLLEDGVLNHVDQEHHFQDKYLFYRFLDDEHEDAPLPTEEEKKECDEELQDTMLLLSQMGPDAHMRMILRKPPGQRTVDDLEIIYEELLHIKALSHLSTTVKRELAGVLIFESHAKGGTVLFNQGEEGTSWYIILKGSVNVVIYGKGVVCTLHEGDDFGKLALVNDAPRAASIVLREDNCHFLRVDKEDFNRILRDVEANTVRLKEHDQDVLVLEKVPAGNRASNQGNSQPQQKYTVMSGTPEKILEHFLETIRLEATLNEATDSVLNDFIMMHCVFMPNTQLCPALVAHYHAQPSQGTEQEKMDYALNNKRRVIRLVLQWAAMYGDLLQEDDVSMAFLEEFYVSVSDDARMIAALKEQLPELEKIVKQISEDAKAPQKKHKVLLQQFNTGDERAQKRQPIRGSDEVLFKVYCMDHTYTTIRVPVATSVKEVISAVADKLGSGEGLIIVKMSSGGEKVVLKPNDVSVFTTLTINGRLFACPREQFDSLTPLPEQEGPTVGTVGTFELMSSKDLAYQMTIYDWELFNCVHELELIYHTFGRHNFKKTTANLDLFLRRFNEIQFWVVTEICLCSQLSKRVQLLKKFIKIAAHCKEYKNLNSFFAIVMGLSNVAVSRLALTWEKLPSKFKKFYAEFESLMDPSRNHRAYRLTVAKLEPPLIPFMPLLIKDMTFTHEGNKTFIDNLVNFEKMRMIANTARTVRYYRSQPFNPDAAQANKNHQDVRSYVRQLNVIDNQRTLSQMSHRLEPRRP
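Setup: EPAC2 100 nM, labeled Rap1B complex 250 nM, free GDP 50 uM. Compound titrations pinned in, brief spin, 5 min room temperature incubation. Kinetic fluorescence read over 30 min, normalized to 6.5 mM cAMP.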
A549 tox: counter-screen for Nrf2 inhibitors: cytotoxicity in A549 cells. A549 ARE-Fluc cells, CellTiter-Fluor viability, 18-24 h. hit rate 0.16% among 390,000. AID 504648. Potency, µM (highest dose often 46 µM), for the others: at the top dose activity change, negative = cytotoxicity, usual class: inhibitors; also: potency is read from the fitted curve at half-maximal effect; % is scaled to controls: 0 for no effect and ±100 for the full control effect
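A549 ARE_Fluc cells in 5% FBS OPTI-MEM were exposed to compounds in concentration-response for 18-24 h at 37 deg C. Viability was read by CellTiter-Fluor fluorescence (Ex 405/Em 525) after 30 min, before the luciferase read.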
EPAC2 antagonist: EPAC2 (human) antagonism; AID 720708; Q8WZA2; EPAC2 GEF exchange of Rap1B-BODIPY-GDP, fluorescence; Potency, µM (doses to about 114 µM), for the others: at the top dose activity, negative = inhibition, actives largely listed as inhibitors; hit rate 0.18% among 360,000; also: potency is read from the fitted curve at half-maximal effect; % is scaled to controls: 0 for no effect and ±100 for the full control effect; nearly all actives have a fitted effect of over 45% in size; many of its hits are not listed in these tables
An asterisk follows results filed as active; i = inactive; ? = inconclusive; · = no result given; & = joins results of further samples; [ ] = another dose, or the depositor's remark. Unless noted, calls follow the shape of the dose curve; as a rule, active = well fitted curve in the direction sought with a large enough effect; inconclusive = small, poorly fitted or top-dose-only effect, or another doubt; inactive = no such curve, though single readings can be large; an effect the other way counts as inactive or inconclusive. Not all compounds are listed; rates above refer to the full screens.

The line under a structure holds: Nrf2 inh	TGFb SMAD3 inh	Akt phos inh	CCT chaperon mod	Nrf2 ARE act	Mm-Cpn inhibitor	EPAC2 ag	A549 tox	EPAC2 antagonist
O=C(COc1ccccc1)Nc1c(Cl)ccc2nsnc12
→ ?	0%&14%	i	-0.1	2.0%&-0.8%	-2%	4%	-7%&5%	4%
C=C(C)CN(CC)C(=O)CC1C(=O)NCCN1C (configuration not stated)
→ -2%	-8%	i	1.9	-0.7%	-2%	5%	6%	6%
Cc1ccccc1-c1nc2cc(NC(=O)C3CC3)ccc2o1
→ ?	-14%	i	1.5	0.0%[9.22 µM]	-15%	-2%	3%	4%
Clc1ccc(C2=Nc3cc(Cl)ccc3OC2)cc1
→ ?	-18%	i	-1.9	-1.0%	-4%	11%	4%	11%
Cc1ccc(S(=O)(=O)NCCSc2nncn2C)cc1
→ -4%	6%	i	-1.2	0.3%	-6%	-4%	-23%	6%
Cc1cc(N2CCN(c3ccccc3)CC2)n2nnnc2n1
→ -2%	-8%	i	-1.9	0.1%	-1%	1%	1%	2%
COc1ccc(OC)c(Nc2nc(N)c([N+](=O)[O-])c(NCc3ccccc3)n2)c1
→ 1%	0%	i	-0.7	1.6%	1%	-3%	-3%	3%
O=C(O)CCc1ccc(-c2cccs2)n1CC(=O)Nc1ccccc1C(F)(F)F
→ -4%&10%	-22%&4%	i	-2.6	-0.5%&0.1%	2%	2%	-3%&3%	-2%
Cc1ccc(C(=O)O)cc1NC(=O)CCc1c(C)noc1C
→ ·	0%	i	-1.1	3.4%	·	7%	·	3%
CN(C)c1ccc(CNC(=O)C2CCN(S(=O)(=O)c3ccc4c(c3)oc(=O)n4C)CC2)cc1
→ 0%&-6%	10%&-11%	i	-2.7	-0.3%&-2.3%	1%	10%	4%&0%	2%
O=[N+]([O-])c1ccc(N2CCN(S(=O)(=O)c3ccc(Cl)cc3)CC2)cc1NCC1CCCO1 (configuration not stated)
→ -21%	5%	i	-2.0	-0.5%	2%	11%	-10%	-1%
CC(NC(=O)C(=O)N1CCCCC1)C(c1cccs1)N1CCN(Cc2ccccc2)CC1 (configuration not stated)
→ -2%	0%	i	-0.1	-0.9%	-2%	8%	0%	4%
O=C(Nc1c(C(=O)N2CCCCC2)cnn1-c1ccccc1)c1ccccc1F
→ -13%	0%	i	-0.9	-0.5%	3%	7%	-2%	0%
COc1cc(-c2nnc(Sc3ccc(C(F)(F)F)cc3[N+](=O)[O-])o2)cc(OC)c1OC
→ -17%	-2%	i	-3.2	-0.6%	1%	-5%	-8%	-26%
O=C(NCC(=O)N(c1cccnc1)C(C(=O)NC1CCCC1)c1ccco1)c1cccs1 (configuration not stated)
→ 18%	?	i	2.1	0.3%	1%	-2%	-7%	11%
CCN1C(=O)[C@H]2[C@@H](c3ccc(OC)cc3)N[C@]3(CCCN(Cc4cccn4C)C3=O)[C@H]2C1=O
→ ·	6%	i	-3.5	0.2%	·	10%	·	8%
COc1cc2c(cc1OC)C(c1c(-c3c(Cl)cccc3Cl)noc1C)=NCC2
→ ·	-5%	i	-2.2	-1.1%	·	6%	·	-9%
CCc1ccc(NC(=O)C2CCN(S(C)(=O)=O)CC2)cc1
→ 15%	-20%	i	-0.8	-0.4%	4%	3%	0%	9%
CN(C)S(=O)(=O)Oc1ccsc1C(=O)Nc1ccc(Br)cc1
→ 21µM*	?	i	0.8	11%	0%	6%	?	-20%
CC(C)NC(=O)CSc1nccc(-c2cccs2)n1
→ 2%	-27%	i	2.0	4.3%	4%	3%	33%	-3%

Single records, from the list above. Order of screens: Nrf2 inh, TGFb SMAD3 inh, Akt phos inh, CCT chaperon mod, Nrf2 ARE act, Mm-Cpn inhibitor, EPAC2 ag, A549 tox, EPAC2 antagonist
`O=C(Nc1c(C(=O)N2CCCCC2)cnn1-c1ccccc1)c1ccccc1F` is listed as -13%, 0%, i, -0.9, -0.5%, 3%, 7%, -2%, 0%
`COc1cc(-c2nnc(Sc3ccc(C(F)(F)F)cc3[N+](=O)[O-])o2)cc(OC)c1OC` is listed as -17%, -2%, i, -3.2, -0.6%, 1%, -5%, -8%, -26%
`Cc1ccccc1-c1nc2cc(NC(=O)C3CC3)ccc2o1` is listed as ?, -14%, i, 1.5, 0.0%[9.22 µM], -15%, -2%, 3%, 4%
`O=C(NCC(=O)N(c1cccnc1)C(C(=O)NC1CCCC1)c1ccco1)c1cccs1` (configuration not stated) is listed as 18%, ?, i, 2.1, 0.3%, 1%, -2%, -7%, 11%

(continued)
The line under a structure holds: Nrf2 inh	TGFb SMAD3 inh	Akt phos inh	CCT chaperon mod	Nrf2 ARE act	Mm-Cpn inhibitor	EPAC2 ag	A549 tox	EPAC2 antagonist
Cc1nonc1C1CCCN1C(=O)c1cc(COc2ccc(F)cc2Cl)on1 (configuration not stated)
→ ?	-12%	i	0.4	5.9%	2%	10%	4%	-12%
CCOC(=O)C(=NO)C1=CSC2=NNC(C)(C)N12
→ ·	-17%	i	-0.2	-0.3%	·	17%	·	-8%
Cc1ccccc1C(=O)N1CCC(C(=O)N2CCN(Cc3ccc4c(c3)OCO4)CC2)CC1
→ -15%	12%	i	-2.8	-0.6%	3%	2%	1%	-1%
CCOc1ccc(OCCNC2CCCC2)cc1
→ ?	-18%	i	-5.9	-0.2%	3%	9%	22%	17%[57.1 µM]
CC(C)C(NC(=O)c1c(F)cccc1F)C(=O)NNC(=O)c1ccccc1 (configuration not stated)
→ 6%	3%	i	-1.6	0.3%	-3%	11%	-6%	-10%
CC(=O)Nc1cc(OC(=O)c2ccco2)cc(OC(=O)c2ccco2)c1
→ ·	-20%	i	-0.2	-1.5%	1%	-4%	7%	0%
O=C(OCc1ccc(Br)cc1)c1cccnc1
→ -4%	12%	i	0.9	-0.3%	-4%	19%	-1%	-7%
O=C1NC[C@H](CCCCN2CCN(CCc3ccccc3)C(=O)C2=O)N(CCc2ccccc2)C1=O
→ ·	·	i	-0.2	-0.5%	·	1%	·	0%
COc1cc(CCCN2C(=O)C(=O)NC[C@@H]2Cc2ccc(O)cc2)cc(OC)c1OC
→ 2%	-8%	i	-1.3	-0.7%	-1%	5%	-4%	-2%
C[C@@H]1CCCN1[C@@H]1CS(=O)(=O)N[C@H]1COCc1ccccc1
→ ·	-12%	i	-2.0	1.8%	·	-6%	·	5%
Cc1nc(NC(=O)C(C)(C)C)sc1-c1csc(N)n1
→ ·	4%	i	1.0	3.6%	·	11%	·	5%
CCCc1cc(=O)n2[nH]c(-c3ccccc3)cc2n1
→ ·	3%	i	0.5	6.4%	-2%	-3%	?	10%
O=C(COc1ccc2c(c1)CCC2)NCc1ccccc1
→ -5%	-30%	i	-0.9	3.8%	1%	13%	12%	-9%
O=C(CSc1nnc(-c2cccc(Br)c2)o1)N1CCOCC1
→ 19%	0%	i	0.1	2.5%	1%	0%	-3%	-14%
COCCN1C(=O)N[C@@H](CCc2ccccc2)[C@@H](C(=O)OC)[C@H]1C
→ -4%	?	i	-0.1	-0.7%	·	5%	-2%	-5%
O=C(Nc1ccc(C(=O)NC2CCCCC2)cc1)c1cncc(Br)c1
→ -17%	-2%	i	-0.7	0.1%	-5%	-3%	0%	0%
CC(C)Oc1ccc(C(=O)OCC(=O)N2CCCc3ccccc32)cc1
→ 3%	0%	i	-1.4	-0.3%	0%	21%	1%	-4%
c1ccc(-c2cc3ccccc3nc2N2CCCC2)cc1
→ ·	-29%	i	2.6	-0.3%	-1%	0%	-1%	-7%
CC1CCCN(c2c([N+](=O)[O-])cc(C(=O)O)cc2[N+](=O)[O-])C1 (configuration not stated)
→ ?	21%	i	0.7	0.5%	-1%	-3%	-5%	?
CSc1ccc(CNCC2CCCO2)cc1 (configuration not stated)
→ 14%	11%	i	0.8	3.3%	-2%	5%	4%	27%
C=C(C)c1cccc(C(C)(C)NC(=O)NCCCn2ccnc2)c1
→ 0%	-4%	i	2.7	-0.1%	0%	-11%	1%	4%
COc1ccccc1C(=O)C1CCCN(Cc2cccc3nccnc23)C1 (configuration not stated)
→ 10%	6%	i	-0.1	1.9%	1%	-2%	0%	4%
O=C(CSc1cccc(C(F)(F)F)c1)NC(=O)c1ccccc1
→ -28%	3%	i	-0.4	0.4%	-1%	-3%	3%	-5%
CCOc1cc2[nH]c(=O)n(CCCCCC(=O)NCc3ccco3)c(=O)c2cc1OCC
→ -21%	2%	i	-0.5	-0.2%	1%	-3%	-2%	-2%
COc1ccc(C2Sc3ccccc3NC3=C2C(=O)c2ccccc23)c(OC)c1OC (configuration not stated)
→ ?	?	·	·	8.4%	·	·	-18%	·
COC(=O)c1cnn(-c2ccccc2)c1-n1cccc1C=O
→ -20%	-18%	i	-1.2	-0.3%	1%	6%	0%	-12%
CC(=O)c1cccc(NC(=O)N2CCN(S(C)(=O)=O)CC2)c1
→ 5%	47%[activator]	i	0.2	-0.5%	1%	9%	7%	9%
